Bioassay records: PubChem, several laboratories
NR1D1 modulator – modulators of human Rev-erb alpha DNA binding; P20393; activity, % at 10 µM; 0.79% of 370,000 active; Rev-erbα–FITC-DNA binding, fluorescence polarization, 90 min;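 active means activity above about 14%, limit read from the data; passing the limit was not always enough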;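 further: 0% = DMSO wells with 35 nM protein and 100% = DMSO wells with 750 nM protein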
SMARCA2 activ – SMARCA2 function activation, primary screen; MG213 cells, MMTV-luciferase reporter, dexamethasone, overnight; activation, % at 9.1 µM; 1% of 370,000 active; AID 652017; in the data active means activation above about 7.8%;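 further: 0% = vehicle wells and 100% = reference activator wells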
PLC-beta3 inh – inhibitors of human phospholipase C beta3. AID 720704. Purified PLC-beta3, fluorogenic substrate, fluorescence. 0.18% of 370,000 active. inhibition, % at 12.2 µM. Q01970; in the data active means inhibition above about 11%;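 further: 0% = median of compound wells on plate and 100% = full blocker control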
Target sequence (Q01970 whole entry, looked up): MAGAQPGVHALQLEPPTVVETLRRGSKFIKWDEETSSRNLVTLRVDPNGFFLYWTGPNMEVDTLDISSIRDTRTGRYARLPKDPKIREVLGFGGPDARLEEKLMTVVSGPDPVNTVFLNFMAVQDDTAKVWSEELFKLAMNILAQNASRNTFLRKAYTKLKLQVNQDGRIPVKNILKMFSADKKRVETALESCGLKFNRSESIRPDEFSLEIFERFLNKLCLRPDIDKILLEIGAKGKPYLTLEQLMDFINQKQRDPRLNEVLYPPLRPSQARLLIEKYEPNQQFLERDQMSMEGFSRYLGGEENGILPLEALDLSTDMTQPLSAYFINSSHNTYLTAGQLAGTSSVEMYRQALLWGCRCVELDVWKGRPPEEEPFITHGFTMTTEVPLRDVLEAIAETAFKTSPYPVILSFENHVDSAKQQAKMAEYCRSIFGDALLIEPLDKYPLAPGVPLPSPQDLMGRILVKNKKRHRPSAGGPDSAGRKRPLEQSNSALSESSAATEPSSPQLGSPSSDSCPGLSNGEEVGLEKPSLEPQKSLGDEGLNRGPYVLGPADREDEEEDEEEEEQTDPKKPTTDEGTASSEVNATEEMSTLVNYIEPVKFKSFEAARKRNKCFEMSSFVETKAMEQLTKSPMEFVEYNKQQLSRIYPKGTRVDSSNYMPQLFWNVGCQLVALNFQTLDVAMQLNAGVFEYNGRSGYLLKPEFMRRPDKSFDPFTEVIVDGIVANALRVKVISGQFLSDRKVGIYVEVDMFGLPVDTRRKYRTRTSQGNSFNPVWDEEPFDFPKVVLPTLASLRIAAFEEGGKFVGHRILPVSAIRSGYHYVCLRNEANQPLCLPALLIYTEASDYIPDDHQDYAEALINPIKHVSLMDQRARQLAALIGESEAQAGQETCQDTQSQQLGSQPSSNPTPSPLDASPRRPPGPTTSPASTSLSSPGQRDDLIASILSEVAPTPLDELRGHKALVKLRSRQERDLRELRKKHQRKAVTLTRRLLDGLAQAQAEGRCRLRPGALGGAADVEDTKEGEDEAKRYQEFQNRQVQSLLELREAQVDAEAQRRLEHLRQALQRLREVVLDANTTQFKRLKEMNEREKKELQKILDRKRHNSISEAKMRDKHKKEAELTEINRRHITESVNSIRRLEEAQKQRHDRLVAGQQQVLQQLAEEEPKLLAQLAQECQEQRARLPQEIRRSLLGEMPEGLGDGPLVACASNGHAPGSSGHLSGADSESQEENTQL
PLC-gamma1 inh – PLC-gamma1 (human) inhibition, primary screen; P19174; purified PLC-gamma1, fluorogenic substrate, fluorescence; inhibition, % at 12.2 µM; 0.84% of 370,000 active; AID 720700; in the data active means inhibition above about 9.5%
MBD2 DNA inh – inhibitors of human MBD2 binding to methylated oligonucleotide; TR-FRET; 0.31% of 370,000 active; AID 686964; inhibition, % at 4.4 µM; Q9UBB5; in the data active means inhibition above about 13%
hgDAF-12 ag – activates the H. glycines DAF-12 receptor ligand-binding domain; HEK293 GAL4-hgDAF12 UAS-luciferase reporter, agonist luminescence; normalized to butyrate control; activation, % at 6.8 µM; 1.8% of 370,000 active; AID 687014;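 active means activation above a cutoff set at the mean of all screened compounds plus 3 SD, cut at about 10% in these data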;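 further: 0% = DMSO wells and 100% = sodium butyrate wells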
ADAM17 inh – inhibitors of human ADAM17; P78536; recombinant ADAM17, EDANS/DABCYL FRET peptide cleavage; inhibition, % at 6.95 µM; 0.83% of 370,000 active; AID 720648;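 active means inhibition above the mean of compounds lying between control limits plus 3 SD, set per campaign, cut at about 8.5% in these data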;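 further: 0% = DMSO-only wells as the low control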
ssDAF12 agonist – activators of S. stercoralis DAF-12 nuclear receptor. HEK293 ssDAF-12/GRIP1 lit1-tk-luc reporter, luminescence; % of 3 µM dafachronic acid response. activation, % at 6.8 µM. 1% of 370,000 active. AID 652126;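 active means activation above the mean over all tested compounds plus 3 SD, cut at about 0.9% in these data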;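 further: 0% = DMSO-only wells and 100% = 3 µM delta7-dafachronic acid wells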
DAX1 inh-1 – NR0B1 (DAX1) inhibition | P51843 | HEK293 Gal4-DAX1 luciferase reporter, luminescence | inhibition, % at 6.75 µM | 0.99% of 340,000 active | AID 504766;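 active means inhibition above the mean over all tested compounds plus 3 SD, cut at about 4.2% in these data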;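 further: 0% = DAX1-transfected cells with DMSO and 100% = empty-vector control cells with DMSO; inhibition shows as a rise in luminescence from relieved DAX1 repression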
hcDAF12 agonist – H. contortus DAF-12 activation, primary screen | 1.4% of 370,000 active | HEK293 hcDAF-12 lit1-tk-luc reporter, luminescence; 0% DMSO, 100% Δ7-dafachronic acid | activation, % at 6.8 µM;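 active means activation above the mean of all tested compounds plus 3 SD, cut at about 5.5% in these data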;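 further: 100% = response to 3 µM Δ7-dafachronic acid high control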
DAX1 inh-2 – blocks DAX1 repression of SF-1 activated StAR promoter; HEK293T StAR-luciferase reporter, SF-1/DAX-1 repression relief; inhibition, % at 6.8 µM; 1.1% of 370,000 active; AID 652010;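 active means inhibition above the mean over all tested compounds plus 3 SD, cut at about 3.6% in these data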;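 further: 0% = DAX-1 cells with DMSO and 100% = cells lacking DAX-1 with DMSO; higher inhibition means more luminescence from relief of DAX-1 repression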
* = called active by the depositor.

What do the screens show for `CCOC(CNC(=O)c1nnc(Cc2cc(OC)c(OC)c(OC)c2)o1)OCC`?
NR1D1 modulator: -1; SMARCA2 activ: 1; PLC-beta3 inh: -3; PLC-gamma1 inh: 3; MBD2 DNA inh: 3; hgDAF-12 ag: -3.3; ADAM17 inh: 0; ssDAF12 agonist: 0.5; DAX1 inh-1: -1.9; hcDAF12 agonist: -0.5; DAX1 inh-2: -0.3

Results for COc1cccc(-c2cnc3c(NC=O)cc(-c4ccc(N5CCN(C)CC5)cc4)cn23)c1 ?
NR1D1 modulator: 6; SMARCA2 activ: 15*; PLC-beta3 inh: -121; PLC-gamma1 inh: -90; MBD2 DNA inh: -5; hgDAF-12 ag: 4.2; ADAM17 inh: -4; ssDAF12 agonist: -0.6; hcDAF12 agonist: 1.3; DAX1 inh-2: -0.1

How did O=C(c1ccc(F)cc1)N1CCC(C(=O)N2CCN(S(=O)(=O)c3cccc([N+](=O)[O-])c3)CC2)CC1 do in these assays?
NR1D1 modulator: -2; SMARCA2 activ: -1; PLC-beta3 inh: -4; PLC-gamma1 inh: 4; MBD2 DNA inh: -2; hgDAF-12 ag: 1.9; ADAM17 inh: -5; ssDAF12 agonist: -0.6; DAX1 inh-1: -0.2; hcDAF12 agonist: -0.1; DAX1 inh-2: -1.1

What do the screens show for `COc1ccccc1C(=O)NCCC(=O)Nc1cccnc1`?
NR1D1 modulator: -2; SMARCA2 activ: -4; PLC-beta3 inh: -4; PLC-gamma1 inh: 2; MBD2 DNA inh: 0; hgDAF-12 ag: -1.3; ADAM17 inh: -2; ssDAF12 agonist: -0.7; DAX1 inh-1: -0.1; hcDAF12 agonist: -0.8; DAX1 inh-2: -0.2

How did COC(=O)Cn1nc(-c2ccccc2)c2ccccc2c1=O do in these assays?
NR1D1 modulator: -2; SMARCA2 activ: 0; PLC-beta3 inh: 3; PLC-gamma1 inh: -1; MBD2 DNA inh: -7; hgDAF-12 ag: 2.8; ADAM17 inh: 2; ssDAF12 agonist: -0.1; DAX1 inh-1: -0.2; hcDAF12 agonist: -1.6; DAX1 inh-2: -0.3

Results for Cc1ccc2[nH]c3nc(N/N=C/c4cccc(O)c4)nnc3c2c1 ?
NR1D1 modulator: -25; SMARCA2 activ: 1; PLC-beta3 inh: -3; PLC-gamma1 inh: 2; MBD2 DNA inh: 0; hgDAF-12 ag: -5.3; ADAM17 inh: -3; ssDAF12 agonist: -0.8; DAX1 inh-1: -1.1; hcDAF12 agonist: -1.2; DAX1 inh-2: 0.2

What do the screens show for `CCOC(=O)C1CCN(Cc2ccccc2C(F)(F)F)CC1`?
NR1D1 modulator: -6; SMARCA2 activ: -2; PLC-beta3 inh: 0; PLC-gamma1 inh: 1; MBD2 DNA inh: 5; hgDAF-12 ag: 0.0; ADAM17 inh: -4; ssDAF12 agonist: -0.5; DAX1 inh-1: -1.1; hcDAF12 agonist: -1.5; DAX1 inh-2: -0.6

What do the screens show for `CSCCC(NC(=O)C12CC3CC(CC(C3)C1)C2)C(=O)OCC(=O)c1ccccc1` (stereo not drawn)?
NR1D1 modulator: -4; SMARCA2 activ: -2; PLC-beta3 inh: 3; PLC-gamma1 inh: -1; MBD2 DNA inh: -3; hgDAF-12 ag: 6.4; ADAM17 inh: 1; ssDAF12 agonist: -0.6; DAX1 inh-1: -0.3; hcDAF12 agonist: -1.5; DAX1 inh-2: 0.8

How did COCC(=O)Nc1ccc2c(c1)[C@@H]1C[C@H](CC(=O)OC)O[C@@H](CO)[C@@H]1O2 do in these assays?
NR1D1 modulator: -1; SMARCA2 activ: -2; PLC-beta3 inh: 3; PLC-gamma1 inh: 3; MBD2 DNA inh: 3; hgDAF-12 ag: 2.2; ADAM17 inh: 4; ssDAF12 agonist: -1.1; DAX1 inh-1: 0.4; hcDAF12 agonist: -0.8; DAX1 inh-2: -0.2

What do the screens show for `C=CCNC(=O)c1onc(CSc2ccc(OC)cc2)c1C(=O)O`?
NR1D1 modulator: 5; SMARCA2 activ: 0; PLC-beta3 inh: -1; PLC-gamma1 inh: 1; MBD2 DNA inh: 2; hgDAF-12 ag: -0.4; ADAM17 inh: 0; ssDAF12 agonist: -1.5; DAX1 inh-1: -1.1; hcDAF12 agonist: -0.6; DAX1 inh-2: 0.3

What do the screens show for `CC(=O)Nc1c(C)ccc2nsnc12`?
NR1D1 modulator: 1; SMARCA2 activ: 2; PLC-beta3 inh: -60; PLC-gamma1 inh: -49; MBD2 DNA inh: 0; hgDAF-12 ag: -0.6; ADAM17 inh: -3; ssDAF12 agonist: -0.7; DAX1 inh-1: 1.5; hcDAF12 agonist: -0.5; DAX1 inh-2: -0.9

How did O=C1Nc2ccccc2-n2nnnc2C1N1CCN(CCN2CCOCC2)CC1 (stereo not drawn) do in these assays?
NR1D1 modulator: 8; SMARCA2 activ: -4; PLC-beta3 inh: 5; PLC-gamma1 inh: -1; MBD2 DNA inh: 1; hgDAF-12 ag: 0.3; ADAM17 inh: -2; ssDAF12 agonist: -1.4; hcDAF12 agonist: -1.9; DAX1 inh-2: 1.9

How did O=C(OCC(=O)N1CCN(c2ccc(F)cc2)CC1)c1cnc2ccccc2n1 do in these assays?
NR1D1 modulator: -1; SMARCA2 activ: 2; PLC-beta3 inh: -4; PLC-gamma1 inh: 0; MBD2 DNA inh: -2; hgDAF-12 ag: -0.4; ADAM17 inh: 0; ssDAF12 agonist: -0.3; DAX1 inh-1: 1.1; hcDAF12 agonist: -1.1; DAX1 inh-2: 0.9

Results for CNC(=O)c1ccsc1NC(=O)CCS(=O)(=O)c1ccc(C)cc1 ?
NR1D1 modulator: 5; SMARCA2 activ: 0; PLC-beta3 inh: -1; PLC-gamma1 inh: 1; MBD2 DNA inh: -5; hgDAF-12 ag: -1.4; ADAM17 inh: 1; ssDAF12 agonist: -1.3; DAX1 inh-1: 0.2; hcDAF12 agonist: 2.0; DAX1 inh-2: -1.1

What do the screens show for `CCNC(=O)CN(C1CCCCC1)S(=O)(=O)c1ccc(F)cc1`?
NR1D1 modulator: 3; SMARCA2 activ: -1; PLC-beta3 inh: -3; PLC-gamma1 inh: 0; MBD2 DNA inh: 3; hgDAF-12 ag: -1.1; ADAM17 inh: -4; ssDAF12 agonist: -0.5; DAX1 inh-1: 2.0; hcDAF12 agonist: -1.3; DAX1 inh-2: 0.0

How did CC(C)=CC(=O)Nc1nnc(-c2ccc(F)cc2)s1 do in these assays?
NR1D1 modulator: 9; SMARCA2 activ: -2; PLC-beta3 inh: 2; PLC-gamma1 inh: 1; MBD2 DNA inh: 0; hgDAF-12 ag: 1.4; ADAM17 inh: -1; ssDAF12 agonist: -0.9; DAX1 inh-1: -0.5; hcDAF12 agonist: 0.0; DAX1 inh-2: 0.8

What do the screens show for `COc1ccc(N=C(N)SCc2ccccn2)cc1`?
NR1D1 modulator: 2; SMARCA2 activ: 0; PLC-beta3 inh: 1; PLC-gamma1 inh: -1; MBD2 DNA inh: 3; hgDAF-12 ag: 7.8; ADAM17 inh: -4; ssDAF12 agonist: -0.5; DAX1 inh-1: 0.0; hcDAF12 agonist: 1.5; DAX1 inh-2: -0.3

What do the screens show for `CCOC(=O)C1=C(CN2CCSCC2)NC(=O)NC1c1cc(C)ccc1C` (stereo not drawn)?
NR1D1 modulator: -1; SMARCA2 activ: -2; PLC-beta3 inh: -9; PLC-gamma1 inh: -6; MBD2 DNA inh: -3; hgDAF-12 ag: 0.0; ADAM17 inh: -11; ssDAF12 agonist: -1.1; DAX1 inh-1: -1.1; hcDAF12 agonist: -0.8; DAX1 inh-2: 0.0

How did Nc1ccn([C@@H]2O[C@H](C(=O)N[C@H](Cc3ccccc3)C(=O)N3CCN(C(=O)N4CCOCC4)CC3)[C@@H](O)[C@H]2O)c(=O)n1 do in these assays?
NR1D1 modulator: 8; SMARCA2 activ: -2; PLC-beta3 inh: 6; PLC-gamma1 inh: 0; MBD2 DNA inh: -2; hgDAF-12 ag: 3.6; ADAM17 inh: 1; ssDAF12 agonist: -0.6; hcDAF12 agonist: -1.6; DAX1 inh-2: 0.7

Results for O=C(NCC(=O)N1CCOCC1)c1ccc(Br)cc1 ?
NR1D1 modulator: -7; SMARCA2 activ: -1; PLC-beta3 inh: -5; PLC-gamma1 inh: 0; MBD2 DNA inh: 4; hgDAF-12 ag: -1.0; ADAM17 inh: -3; ssDAF12 agonist: -1.1; DAX1 inh-1: 1.1; hcDAF12 agonist: 1.2; DAX1 inh-2: 0.4

What do the screens show for `COc1ccc(CC(=O)NCC2CCCN(Cc3ccc(F)cc3F)C2)cc1` (stereo not drawn)?
NR1D1 modulator: 2; SMARCA2 activ: 4; PLC-beta3 inh: -13; PLC-gamma1 inh: -4; MBD2 DNA inh: 4; hgDAF-12 ag: 12*; ADAM17 inh: -5; ssDAF12 agonist: 0.5; DAX1 inh-1: -0.8; hcDAF12 agonist: 5.2; DAX1 inh-2: 0.6

What do the screens show for `CC(C)CN(CC(C)C)CC(O)CN(c1ccccc1)S(=O)(=O)c1ccccc1[N+](=O)[O-]` (stereo not drawn)?
NR1D1 modulator: -5; SMARCA2 activ: 5; PLC-beta3 inh: 8; PLC-gamma1 inh: 2; MBD2 DNA inh: 0; hgDAF-12 ag: 3.2; ADAM17 inh: 1; ssDAF12 agonist: -0.1; DAX1 inh-1: -2.0; hcDAF12 agonist: 0.4; DAX1 inh-2: -0.3

Results for Cn1c(NC(=O)c2cccc(Cn3cc(Cl)cn3)c2)nc2ccccc21 ?
NR1D1 modulator: 25*; SMARCA2 activ: 4; PLC-beta3 inh: -6; PLC-gamma1 inh: -2; MBD2 DNA inh: 5; hgDAF-12 ag: 5.0; ADAM17 inh: 0; ssDAF12 agonist: -0.7; DAX1 inh-1: -1.6; hcDAF12 agonist: 0.7; DAX1 inh-2: 1.5

Results for COC(=O)C1CN(C2CCCC2)CCS(=O)(=O)N1Cc1ccc(OC)cc1 (stereo not drawn) ?
NR1D1 modulator: 4; SMARCA2 activ: 1; PLC-beta3 inh: -2; PLC-gamma1 inh: -1; MBD2 DNA inh: 1; hgDAF-12 ag: -5.2; ADAM17 inh: -3; ssDAF12 agonist: -1.2; hcDAF12 agonist: 5.3; DAX1 inh-2: -0.3

What do the screens show for `CC1CCc2c(sc3nc(C(C)(C)C)nc(N4CCN(C(=O)CCl)CC4)c23)C1` (stereo not drawn)?
NR1D1 modulator: -2; SMARCA2 activ: -4; PLC-beta3 inh: -4; PLC-gamma1 inh: -2; MBD2 DNA inh: 1; hgDAF-12 ag: -1.4; ADAM17 inh: 1; ssDAF12 agonist: -1.1; DAX1 inh-1: -1.1; hcDAF12 agonist: -0.7; DAX1 inh-2: -0.9

Retrieved by structure from the entries so far, 2 records:
Results for Cn1c(NC(=O)c2cccc(Cn3cc(Cl)cn3)c2)nc2ccccc21 ?
NR1D1 modulator: 25*; SMARCA2 activ: 4; PLC-beta3 inh: -6; PLC-gamma1 inh: -2; MBD2 DNA inh: 5; hgDAF-12 ag: 5.0; ADAM17 inh: 0; ssDAF12 agonist: -0.7; DAX1 inh-1: -1.6; hcDAF12 agonist: 0.7; DAX1 inh-2: 1.5

What do the screens show for `CC(C)CN(CC(C)C)CC(O)CN(c1ccccc1)S(=O)(=O)c1ccccc1[N+](=O)[O-]` (stereo not drawn)?
NR1D1 modulator: -5; SMARCA2 activ: 5; PLC-beta3 inh: 8; PLC-gamma1 inh: 2; MBD2 DNA inh: 0; hgDAF-12 ag: 3.2; ADAM17 inh: 1; ssDAF12 agonist: -0.1; DAX1 inh-1: -2.0; hcDAF12 agonist: 0.4; DAX1 inh-2: -0.3
